D1 antagonist = Antagonist of Human D 1 Dopamine Receptor: qHTS. HEK293 TREx D1 cells, calcium flux, dopamine EC80; hits give low values. activity change, negative = inhibition, % at 10 µM. 360,000 compounds, 3.2% hits. AID 504652, 2011; in the data active = activity change below about -30%; also: % is scaled to controls: 0 for no effect and ±100 for the full control effect
Target sequence (P21728 whole entry, looked up): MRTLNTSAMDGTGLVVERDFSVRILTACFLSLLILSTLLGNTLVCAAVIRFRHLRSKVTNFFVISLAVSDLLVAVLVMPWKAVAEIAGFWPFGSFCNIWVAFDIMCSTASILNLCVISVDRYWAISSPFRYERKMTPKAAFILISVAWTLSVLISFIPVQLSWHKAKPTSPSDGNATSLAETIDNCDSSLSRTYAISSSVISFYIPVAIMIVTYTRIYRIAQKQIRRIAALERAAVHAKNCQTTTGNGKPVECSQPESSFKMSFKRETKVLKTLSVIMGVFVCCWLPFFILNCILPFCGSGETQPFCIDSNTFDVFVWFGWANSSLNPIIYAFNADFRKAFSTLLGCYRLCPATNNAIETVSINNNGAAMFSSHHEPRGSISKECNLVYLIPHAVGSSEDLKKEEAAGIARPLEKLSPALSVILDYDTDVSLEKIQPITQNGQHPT
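Kinetic fluorescence of a calcium dye serves as the read-out. D1-expressing Hek293 Trex cells, induced overnight at 30 C, are exposed to compound for 180 s before an EC80 dopamine addition, then read 180 s further.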
RXFP1 ag = qHTS Assay for Agonists of the Relaxin Receptor RXFP1; Relaxin receptor 1 (Homo sapiens), Q9HBX9; HEK293T-RXFP1 cAMP TR-FRET, 30 min; response scale: percent of porcine relaxin response, buffer zero; Potency, µM (doses to about 57.5 µM), for the others: at the highest dose activation, actives largely listed as activators; 370,000 compounds, 0.3% hits; AID 2676, 2010; active = well fitted activation curve with a large enough effect; inconclusive = small, poorly fitted or top-dose-only effect; also: potency is read from the fitted curve at half-maximal effect; % is scaled to controls: 0 for no effect and ±100 for the full control effect; nearly all actives have a fitted effect of over 60% in size; many of its hits are not listed in these tables
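HEK293T cells stably expressing RXFP1 were pretreated with the PDE4 inhibitor Ro 20174, exposed to compounds for 30 min at 37C, lysed, and cAMP was read by TR-FRET. Data normalized to buffer (basal) and 29 nM porcine relaxin (100%).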
D2 potentiator = HTS Assay for Positive Allosteric Modulators of the Human D2 Dopamine Receptor: Primary Screen for Potentiators; AID 485347, 2010; D(2) dopamine receptor (Homo sapiens), P14416; 340,000 compounds, 0.34% hits; potentiation, % at 10 µM; HEK293 T-REx D2, calcium flux, EC20 dopamine potentiation;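 active = potentiation over 3 SD above the plate norm, cut at about 30% in these data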; also: 0% is about no effect
Target sequence (P14416 whole entry, looked up): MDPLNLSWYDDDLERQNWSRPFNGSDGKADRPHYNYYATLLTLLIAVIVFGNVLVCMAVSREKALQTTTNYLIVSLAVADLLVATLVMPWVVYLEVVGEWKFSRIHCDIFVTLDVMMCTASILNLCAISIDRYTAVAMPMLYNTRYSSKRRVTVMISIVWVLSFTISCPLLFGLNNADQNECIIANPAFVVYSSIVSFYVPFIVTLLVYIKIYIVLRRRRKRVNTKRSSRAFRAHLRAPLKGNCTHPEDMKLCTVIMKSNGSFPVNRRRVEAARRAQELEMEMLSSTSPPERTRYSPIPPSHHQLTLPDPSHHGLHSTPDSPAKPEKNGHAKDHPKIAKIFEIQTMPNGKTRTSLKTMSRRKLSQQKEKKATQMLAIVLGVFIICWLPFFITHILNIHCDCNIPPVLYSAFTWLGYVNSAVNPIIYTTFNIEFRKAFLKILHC
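Potentiation of an EC20 dopamine calcium response measured kinetically over 180 s, after a preceding 180 s compound-only read flagging agonists. Cells: inducible Hek293 Trex D2 line, 4000/well, cultured overnight at 30 C before dye loading.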
D2 antag = HTS Assay for Allosteric Antagonists of the Human D2 Dopamine Receptor: Primary Screen for Antagonists | inhibition, % at 10 µM | HEK293 TREx D2 cells, calcium flux, dopamine EC80 | 340,000 compounds, 2% hits | D(2) dopamine receptor (Homo sapiens), P14416; in the data active = inhibition above about 30%; also: 0% is about no effect
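Overnight-induced (tetracycline, 30 C) HEK293 T-REx cells carrying force-coupled D2 receive a no-wash calcium dye, then compound, then EC80 dopamine at 180 s; signals are read kinetically throughout.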
TRHR enhancer = qHTS for Small Molecule Agonists and Allosteric Enhancers of Human TRH Receptor: Primary Screen for Enhancers | Thyrotropin-releasing hormone receptor (Homo sapiens), P34981 | TRHR cells, fluo-8 calcium fluorescence, EC20 TRH enhancement | enhancement, % at 2 µM | 360,000 compounds, 0.66% hits; in the data active = enhancement above about 30%; also: 0% is about no effect
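Enhancer read-out: after compound pinning and an initial kinetic agonist-mode read, an EC20 of TRH (10 nM final) was injected and fluo-8 calcium signal (Ex 480/Em 530) followed at 1 s/cycle for 100 cycles in TRHR-expressing cells.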
D1 PAM = Potentiators of Human D1 Dopamine Receptor: qHTS; D(1A) dopamine receptor (Homo sapiens), P21728; HEK293 TREx D1 cells, calcium flux, dopamine EC20 potentiation; potentiation, % at 10 µM; 360,000 compounds, 0.036% hits; AID 504651, 2011; in the data active = potentiation above about 30%; also: 0% is about no effect
D2 ag = HTS Assay for Allosteric Agonists of the Human D2 Dopamine Receptor: Primary Screen for Agonists; HEK293 T-REx D2 cells, calcium flux agonist mode; activation, % at 2 µM; D(2) dopamine receptor (Homo sapiens), P14416; 340,000 compounds, 0.53% hits;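 active = activation over 3 SD above normal in the single-dose calcium agonist read, cut at about 30% in these data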; also: 0% is about no effect
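HEK293 Trex D2 cells, tetracycline-induced, o/n 30 C 5% CO2; no-wash Ca dye, RT 30–90 min; 10-cycle baseline, 23 nl cpd added, kinetic Ca read 180 s; agonist hits = positive Ca response.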
D1 agonist = Allosteric Agonists of the Human D1 Dopamine Receptor: qHTS. 360,000 compounds, 1% hits. AID 504660, 2011. activation, % at 2 µM. HEK293 T-REx D1 cells, calcium flux, agonist mode. D(1A) dopamine receptor (Homo sapiens), P21728; in the data active = activation above about 30%; also: 0% is about no effect
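Tetracycline-induced HEK293 TREx D1 cells, force-coupled to calcium signalling, were dye-loaded with a no-wash calcium kit. Compound was pin-added after a 10 s baseline. Fluorescence was read kinetically at 1 cycle/s for 180 s, with calcium rises flagged as agonism.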
RXFP1 antag = qHTS Assay for Antagonists of the Relaxin Receptor RXFP1. Relaxin receptor 1 (Homo sapiens), Q9HBX9. HEK293-RXFP1, relaxin-stimulated cAMP HTRF, 30 min; hits give low values. activity change, negative = inhibition, % at 57.5 µM. 350,000 compounds, 0.59% hits;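 active = activity change of -60% or lower, but not beyond a set lower limit; inconclusive = change between -60% and -40%, or beyond the set limit; inactive = change above -40%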; also: % is scaled to controls: 0 for no effect and ±100 for the full control effect
* marks the source's active call; other numbers are inactive results; ? = inconclusive; nt = not tested or not shown.

SMILES	D1 antagonist	RXFP1 ag	D2 potentiator	D2 antag	TRHR enhancer	D1 PAM	D2 ag	D1 agonist	RXFP1 antag
CCOC(=O)C1CCCN(C(=O)CCc2nc3sc4c(c3c(=O)[nH]2)CCCC4)C1 (stereo not given)	-12	6.0%	17	-18	4	-1	-0.5	2	2
COc1ccc(-c2csc(NC(=O)CSc3n[nH]c(C)n3)n2)cc1	-12	-0.4%	nt	10	-1	-2	3.4	5	-25
O=C(NCc1ccco1)c1ccc2c(c1)C(=O)c1ccccc1-2	-31*	2.6%	14	30*	2	-4	-1.9	2	2
CCC(=O)N1CCN(c2ccccc2NC(=O)COc2ccccc2Cl)CC1	-27	3.3%	8	-1	9	-5	-0.3	5	16
CCNc1ccc(Br)cc(C(=O)/C=C/c2ccc(Cl)cc2)c1=O	29	1.3%	1	10	0	-3	4.2	10	-28
COc1ccc(CC2S/C(=N/N=C/c3ccccc3O)NC2=O)cc1 (stereo not given)	19	-0.2%	-8	-2	6	-5	-0.7	2	-9
CCn1c(Cc2ccc(OC)cc2)nnc1SCC(=O)Nc1nc2ccccc2s1	-31*	5.2%	-17	-23	-7	-8	3.5	4	-10
Cc1cccc(N2CCN(C(=O)CCCn3c(=O)[nH]c4ccsc4c3=O)CC2)c1C	3	6.7%	27	nt	3	0	-0.3	2	nt
Cc1ccc2c(c1)C(c1ccncc1)=NNC(c1ccccc1)=N2	-20	3.7%	1	8	-5	4	0.8	3	-33
CCCCCCSc1nc(O)c(C2OC(=O)c3c2ccc(OC)c3OC)c(=O)n1-c1ccccc1 (stereo not given)	8	-0.6%	-6	2	1	-4	-0.2	3	-24
Cc1cccc(N2CCN(C(=O)CNC(=O)c3ccccc3)CC2)c1C	-9	3.9%	13	33*	-3	-5	-1.2	3	6
Cc1cccc(-c2sc(Nc3ccccc3)n[n+]2-c2ccc(F)cc2)c1	-11	1.2%	nt	nt	-2	-10	nt	0	nt
COC(=O)COc1ccc(S(=O)(=O)Nc2ccc3c(c2)OCCO3)cc1Cl	-33*	0.4%	-3	-17	3	-7	1.3	11	-2
Nc1ccn(-c2ncc(C(F)(F)F)cc2Cl)c(=O)n1	1	2.2%	-7	-20	-1	-1	0.6	0	-8
CCN1CCN(c2ccc(NC(=O)c3ccc4c(c3)[nH]c(=O)n4Cc3ccc(F)cc3)cc2)CC1	-7	2.8%	-4	12	4	-3	-2.0	3	-3
Cc1ccc2c(c1)cc(CN(C(=O)N1CCOCC1)C1CCCC1)c1nnnn12	1	-1.9%	-2	-2	-13	-4	0.8	1	-8
O=C(C1CCC1)N1CCc2cc(S(=O)(=O)NCc3ccc(F)cc3)ccc21	-7	2.2%	-3	nt	-5	-1	0.0	4	nt
Cc1coc2cc3oc(=O)c(CC(=O)N[C@@H](CC(C)C)C(=O)O)c(C)c3cc12	-11	9.1%	16	-5	4	-4	0.3	4	-13
CCOC(=O)C1(CCCc2ccccc2)CCN(C(=O)[C@@H]2C[C@@H](C)NC(=S)N2)CC1	21	0.3%	5	15	1	3	-1.1	1	-19
CCCn1c(CN2CCN(C(=O)OCC)CC2)nc2cc(NC(=O)CC)ccc21	-13	6.7%	-19	7	-3	1	-1.2	4	-4
O=C(NCc1ccncc1)c1ccc2nc(Cc3ccccc3F)oc2c1	-15	-0.5%	19	1	2	-3	1.4	22	-2
CCOc1ccccc1NC(=O)Cn1c(=O)n(-c2ccc(C)cc2)c(=O)c2c1cnn2C	-2	0.8%	-2	nt	3	3	0.2	0	nt
CCc1cc[n+](-c2nc3ccccc3nc2C(=C=[N-])C#N)cc1	-16	0.2%	-1	0	-4	-4	-0.3	3	-1
CC(=O)c1cccc(NC(=S)NCc2ccccc2)c1	-9	0.8%	7	23	-4	0	0.3	6	7
COc1ccccc1N(CC(=O)Nc1ccc(Cc2ccncc2)cc1)S(=O)(=O)c1ccccc1	2	-0.1%	22	10	19	-2	-0.4	9	4
(more compounds)
SMILES	D1 antagonist	RXFP1 ag	D2 potentiator	D2 antag	TRHR enhancer	D1 PAM	D2 ag	D1 agonist	RXFP1 antag
COc1ccc(CC(=O)NNC(=O)COc2ccc(Br)cc2C)cc1OC	5	0.1%	3	25	3	-3	11	2	-4
O=C(CCc1ccccc1)NCCS(=O)(=O)N1CCN(c2ccccc2)CC1	-6	0.1%	-6	-7	7	-3	-0.5	4	-5
COc1ccc(C(=O)OCC(=O)N2CCOCC2)cc1S(=O)(=O)N1CCOCC1	3	1.8%	5	0	8	3	0.1	2	-1
CC(=O)c1ccccc1OCCCN1CCCCC1	-22	2.1%	-22	2	6	-5	0.4	2	-7
COc1ccc(NC(=S)N(CCCN2CCOCC2)C(C)c2cc3ccccc3o2)cc1 (stereo not given)	2	-0.1%	nt	-3	5	-2	0.1	2	3
Cc1ccc2c(=O)cc(C(=O)Nc3sc4c(c3C(=O)NCC3CCCO3)CCCC4)oc2c1 (stereo not given)	14	-2.0%	8	nt	5	-1	0.2	0	-3
COc1ccccc1CCNC(=O)c1cccn1-c1nnc(N2CCCCC2)s1	14	-1.8%	13	nt	10	-3	0.0	4	nt
O=c1nccc(N/N=C/c2ccccc2O)[nH]1	8	1.6%	11	11	4	-4	0.0	-1	-5
O=C(OCC(=O)c1cccs1)c1ccc([N+](=O)[O-])o1	-3	0.6%	5	2	-2	3	0.0	2	3
O=C(COC(=O)c1ccc(S(=O)(=O)N2CCCC2)cc1)Nc1ccc(F)cc1F	-19	1.1%	2	23	-2	-7	1.5	4	-13
COc1ccc(S(=O)(=O)N2CCCCCC2)cc1C(=O)N(C)CCOc1ccc(Cl)cc1	-10	0.5%	4	-8	6	-4	0.8	7	-4
O=C(Nc1cccc(Cl)c1)N1CCN(C/C=C/c2ccccc2)CC1	-18	0.0%	-20	19	20	-2	1.6	12	-7
NC(=O)C1CCN(C(=O)COc2ccc3c4c(c(=O)oc3c2)CCC4)CC1	17	3.6%	6	-4	-3	0	1.1	2	nt
Cc1ccc(NC(=O)C(C)OC(=O)CCNS(=O)(=O)c2ccc(C)cc2)cc1 (stereo not given)	-27	1.0%	6	-9	-2	-7	-0.8	2	-11
COc1ccc(/C=N\NC(=O)c2ccccc2F)cc1COc1ccc(F)cc1	-13	-0.3%	-10	3	26	-9	-3.5	2	-4
NC(=O)c1cc(S(=O)(=O)Nc2ccccc2)cs1	-5	0.4%	-5	3	-5	6	0.0	0	-1
CC(C)(C)OC(=O)N[C@H](Cc1ccccc1)C(=O)N1CCC[C@@H]1C(=O)O	6	-2.8%	13	-9	5	-7	0.2	2	2
CCn1c(SCC(=O)Nc2cc(C)on2)nnc1-c1ccc(S(=O)(=O)N2CCN(C)CC2)cc1	nt	0.9%	-8	-11	9	-2	1.2	-3	0
COc1cccc(-n2nnnc2S(C)(=O)=O)c1	-8	2.6%	-6	25	-1	0	3.1	2	11
COCC(N)(c1ccccc1)c1nc2ccccc2n1C (stereo not given)	5	1.6%	-3	4	-6	-3	0.4	1	6
CCN(/C=N/S(=O)(=O)c1ccc(Cl)cc1)CC	2	-0.7%	-17	6	-9	-4	0.4	0	-14
Cc1cc(OC(C)C(=O)NC(Cc2c[nH]c3ccc(O)cc23)C(=O)O)c2c(C)c(C)c(=O)oc2c1 (stereo not given)	9	1.6%	15	-8	2	-5	-0.5	3	nt
CCc1ccc(OCC(=O)Nc2ccc(-c3nc4ncccc4o3)cc2)cc1	-3	12%	-6	nt	-2	1	0.1	-1	-2
O=C1CCCN1CCCNc1ncnc2c1[nH]c1ccc(Cl)cc12	-88*	0.1%	-2	-4	12	-1	2.2	1	-21
COc1cccc(CN(C)C(=O)C2CCN(S(=O)(=O)c3ccc(C)cc3)CC2)c1OC	11	-1.0%	9	-25	4	nt	1.1	13	-10
The list goes on:
SMILES	D1 antagonist	RXFP1 ag	D2 potentiator	D2 antag	TRHR enhancer	D1 PAM	D2 ag	D1 agonist	RXFP1 antag
CCOC(=O)c1sc(=S)n(-c2ccc(C)cc2)c1SC	-28	0.1%	14	48*	3	-3	0.7	2	-5
O=C(COc1ccccc1)NCc1nnc2c3ccccc3c(-c3ccccc3)nn12	-5	?	-6	10	1	3	-1.4	0	27
CCC(CC)c1nnc(NC(=O)c2c(-c3ccccc3)noc2C)s1	0	0.7%	7	4	-2	-5	-0.1	2	nt
COc1ccc(N(CC(=O)NC2CCCCC2)C(=O)CCC(=O)Nc2nc(C)cs2)cc1	21	0.8%	nt	14	-1	5	0.0	6	-13
Cc1ccc(C(=O)NC2CCN(Cc3ccccc3)CC2)cc1S(=O)(=O)N1CCOCC1	-14	0.1%	2	13	0	1	0.3	2	-21
Cc1nc(NC(=O)c2csc3ccccc23)sc1C	10	0.5%	-5	-16	-3	-7	0.1	2	-17
CN(C)C(=O)c1cn(-c2ccccc2)nc1-c1cccc([N+](=O)[O-])c1	-16	2.6%	5	1	4	-4	0.3	11	8
O=C(Cc1ccccc1)N/N=C/c1cccs1	-5	0.3%	-9	0	1	0	0.2	0	8
O=C(Nc1ccc(Cl)cc1)C1CC(=O)n2c(nc3ccccc32)N1 (stereo not given)	-10	-1.6%	7	-3	-9	2	0.1	4	-15
O=C(CN1CCC(c2nc3ccccc3[nH]2)CC1)Nc1ccc2c(c1)OCO2	-9	-0.1%	0	-10	-7	0	0.6	4	-3
COc1ccc(-c2nc3ncccn3c2Nc2ccc3c(c2)OCCO3)cc1	6	-1.2%	24	1	11	-2	0.6	0	11
c1ccc2nc3c(nc2c1)CCCC3	7	7.8%	10	14	0	15	-0.7	1	5

Screening data: PubChem BioAssay, National Center for Advancing Translational Sciences (NCATS)

Not all compounds are listed (hit frequency here may not be typical).
